# Source: PubChem
# CHRM5 PAM: human M5 muscarinic receptor positive allosteric modulators, primary screen, CHO-K1 cells, Fluo-8 calcium fluorescence; CHO-K1 hM5, ACh EC20 PAM; 0% = ACh EC20, 100% = ACh EC100; AID 624038, 2012; activation, % at 3 µM; Muscarinic acetylcholine receptor M5 (Homo sapiens), P08912; 360,000 tested, 0.3% active;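 active = activation above the run cutoff, the mean activation of all test compounds plus 3 SD, cut at about 18% in these data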
#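 system = human M5 receptor in CHO-K1 cells | compound = one concentration, 3 µM final (nominal) | schedule = Post-acetylcholine fluorescence recording 140 s | signal = Fluo-8 calcium dye fluorescence, kinetic read | benchmarks = low control EC20 acetylcholine (0%), high control EC100 acetylcholine (100%) | repeats = singlicate, one well per test compound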
# M4 ag: human M4 muscarinic receptor agonists, primary screen, CHO-K1 cells, Fluo-8 calcium fluorescence | Muscarinic acetylcholine receptor M4 (Homo sapiens), P08173 | CHO-K1 hM4/Gqi5; vehicle 0%, full acetylcholine response 100% | activation, % at 3 µM | 360,000 tested, 0.14% active | AID 624127, 2012;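 active = activation above the run mean over all test wells plus 3 SD, cut at about 32% in these data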;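 also: peak over basal fluorescence ratio per well then scaled between controls; 0% = DMSO wells and 100% = acetylcholine at EC100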
# Target sequence (P08173 whole entry, looked up): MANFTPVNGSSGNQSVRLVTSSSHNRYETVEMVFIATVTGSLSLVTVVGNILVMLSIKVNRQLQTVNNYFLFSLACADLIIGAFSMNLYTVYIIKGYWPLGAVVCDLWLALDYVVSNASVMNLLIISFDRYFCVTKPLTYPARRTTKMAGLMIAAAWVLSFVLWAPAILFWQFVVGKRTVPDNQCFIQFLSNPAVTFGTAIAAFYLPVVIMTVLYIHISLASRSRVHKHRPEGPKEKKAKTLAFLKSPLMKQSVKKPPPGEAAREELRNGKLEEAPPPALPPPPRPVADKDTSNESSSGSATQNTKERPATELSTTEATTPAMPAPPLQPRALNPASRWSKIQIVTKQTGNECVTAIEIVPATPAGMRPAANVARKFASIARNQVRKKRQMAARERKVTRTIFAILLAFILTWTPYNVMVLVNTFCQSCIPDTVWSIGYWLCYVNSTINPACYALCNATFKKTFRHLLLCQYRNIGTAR
# CHRM1 antagonist: human M1 muscarinic receptor antagonists, primary screen, CHO-K1 cells, Fluo-8 calcium fluorescence, 1536-well; AID 588852, 2011; 360,000 tested, 1.3% active; inhibition, % at 3 µM; CHO-K1 hM1, ACh EC80 antagonist;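 active = percent inhibition above its own plate's cutoff, namely the mean of that plate's compound wells plus 3 SD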;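 also: peak over basal fluorescence ratio during 140 s after agonist addition; 0% = ACh EC80 plus DMSO and 100% = DMSO alone without agonist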
# CHRM5 agonist: human M5 muscarinic receptor agonists, primary screen, CHO-K1 cells, Fluo-8 calcium fluorescence; activation, % at 3 µM; AID 624037, 2012; Muscarinic acetylcholine receptor M5 (Homo sapiens), P08912; 360,000 tested, 0.19% active; CHO-K1 hM5 cells; 0% DMSO wells, 100% maximal acetylcholine response;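 active = activation above the run's mean over test compounds plus 3 SD, cut at about 23% in these data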;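 also: signal is peak over basal fluorescence ratio across the kinetic read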
# M5 antag: human M5 muscarinic receptor antagonists, primary screen, CHO cells, Fluo-8 calcium fluorescence | 360,000 tested, 0.59% active | Muscarinic acetylcholine receptor M5 (Homo sapiens), P08912 | CHO-hM5 cells, ACh EC80 | inhibition, % at 3 µM | AID 624040, 2012;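 active = inhibition above a per-plate cutoff, the mean of that plate's test compounds plus 3 SD, cut at about 27% in these data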;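 also: 0% = acetylcholine EC80 with DMSO and 100% = DMSO without agonist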
# TAAR1 ag: human TAAR1 agonists, primary screen, Fluo-8 calcium fluorescence, CHO RD-HGA16 cells; vehicle wells 0%, saturating PEA agonist 100%; 360,000 tested, 0.99% active; activation, % at 3 µM; Trace amine-associated receptor 1 (Homo sapiens), Q96RJ0;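 active = activation above the mean activation of all test compounds in the run plus 3 SD, cut at about 38% in these data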
# Target sequence (Q96RJ0 whole entry, looked up): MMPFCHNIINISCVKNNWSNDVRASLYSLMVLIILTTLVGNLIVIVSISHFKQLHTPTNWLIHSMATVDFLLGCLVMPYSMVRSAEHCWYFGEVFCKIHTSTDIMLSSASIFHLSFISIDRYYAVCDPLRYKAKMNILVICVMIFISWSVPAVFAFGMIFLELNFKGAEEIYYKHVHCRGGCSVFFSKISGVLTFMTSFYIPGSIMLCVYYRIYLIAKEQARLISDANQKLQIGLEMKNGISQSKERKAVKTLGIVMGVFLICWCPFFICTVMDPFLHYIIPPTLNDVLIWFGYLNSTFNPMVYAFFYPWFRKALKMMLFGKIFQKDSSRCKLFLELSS
#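 Test system: RD-HGA16 (CHO) cells co-expressing Gα16 and hTAAR1; dosing: one-point dosing at 3 µM (nominal); timing: 17-24 h seeding, 75 min 37 °C dye, 30 min RT; signal: kinetic Fluo-8 calcium fluorescence; read-out basis: % activation relative to PEA EC100 response; controls: DMSO and PEA EC100; replicates: n 1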
# M1 PAM: human M1 muscarinic receptor positive allosteric modulators, primary screen, CHO-K1 cells, Fluo-8 calcium fluorescence, 1536-well; CHO-K1 hM1, ACh EC20; 0% = ACh EC20, 100% = maximal ACh; Muscarinic acetylcholine receptor M1 (Homo sapiens), P11229; 360,000 tested, 0.088% active; activation, % at 3 µM; in the data active = activation above about 19%, passing the limit was not always enough
# CHRM1 agonist: human M1 muscarinic receptor agonists, primary screen, Fluo-8 calcium fluorescence, CHO-K1 cells, HTS; Muscarinic acetylcholine receptor M1 (Homo sapiens), P11229; CHO-K1 hM1, agonist mode; 0% DMSO, 100% acetylcholine EC100; activation, % at 3 µM; 360,000 tested, 0.33% active; AID 588814, 2011;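 active = activation above the run's mean compound activation plus 3 SD, cut at about 16% in these data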;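 also: peak over basal fluorescence ratio within a 140 s kinetic read after compound addition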
# M4 antag: human M4 muscarinic receptor antagonists, primary screen, CHO cells, Fluo-8 calcium fluorescence; Muscarinic acetylcholine receptor M4 (Homo sapiens), P08173; CHO-hM4 cells, ACh EC80; inhibition, % at 3 µM; 360,000 tested, 0.73% active; AID 624125, 2012;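 active = inhibition above its plate's cutoff, the mean inhibition of sample wells plus 3 SD, cut at about 27% in these data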;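 also: 0% = acetylcholine EC80 with DMSO and 100% = DMSO without agonist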
# * marks the source's active call; other numbers are inactive results; · = no result given. Only part of the results is shown; the hit share may differ from the screen's.
SMILES,CHRM5 PAM,M4 ag,CHRM1 antagonist,CHRM5 agonist,M5 antag,TAAR1 ag,M1 PAM,CHRM1 agonist,M4 antag
CC(C)(C)c1ccc(C(=O)N2CCN(Cc3ccccc3)CC2)cc1,-7,-1,-10,-5,1,0,-2,-5,3
Cc1cccc(NS(=O)(=O)c2cccc(C(=O)NCC(c3ccco3)N3CCCCC3)c2)c1 (stereo unspecified),-4,5,6,-2,10,6,-3,-7,-2
COc1ccc(S(=O)(=O)N(C)c2nc3ccccc3n3c(CC(C)C)nnc23)cc1,-1,2,-7,-4,-1,1,3,-2,-23
Cc1ccc(NC(=O)CSc2nnc(-c3ccc(S(=O)(=O)N4CCOCC4)cc3)n2C)cc1,5,1,-4,-1,-3,-1,-1,-7,3
CC1CCN(C(=O)COC(=O)C(C)N2C(=O)c3ccccc3C2=O)CC1 (stereo unspecified),-7,3,-7,3,7,2,7,-5,-15
Cc1cc(Oc2ccc(-c3nnc(-c4ccccc4)o3)cc2[N+](=O)[O-])ccc1Cl,-4,0,-1,-2,9,0,4,-6,1
Cc1onc(C(=O)/C=C/N(C)C)c1C(=O)Nc1nccs1,1,0,-4,-3,-4,6,-2,-3,-3
COc1ccc(CCN(C)Cc2nc(Cc3ccc(OC)c(OC)c3)no2)cc1OC,7,5,-10,4,-3,3,6,-1,0
O=C(N/N=C/c1ccc([N+](=O)[O-])cc1)c1cccs1,-7,0,-1,0,10,7,2,-4,9
COc1cccc(C2c3[nH]c4ccccc4c3CCN2C(=O)Cn2cncn2)c1OC (stereo unspecified),-9,3,11,-1,13,4,-7,-12,1
O=C(Cc1ccc(NC(=O)C2CCN(C(=O)C3CC3)CC2)cc1)Nc1cccc(C(=O)N2CCCCC2)c1,-2,-1,-6,1,-2,3,3,-2,-2
CCN(CC)CCNc1nc2cc(OC)c(OC)cc2c2nc(-c3ccccc3)nn12,4,2,2,0,-4,0,5,-3,-1
S=C(NCCc1ccc(Cl)cc1)Nc1ccc(Cl)cc1Cl,-18,7,11,-2,35*,2,-13,-3,9
COc1ccc(/C=N/Nc2ncnc3c2[nH]c2ccccc23)c(OC)c1OC,-5,3,-7,-1,-2,2,5,-3,-6
Cc1ccc(F)cc1-c1cc2nc(NCCCN(C)C)n(C)c(=O)c2s1,-3,3,-3,-1,-1,2,6,-6,-9

# 2 records picked at random from those above:
SMILES,CHRM5 PAM,M4 ag,CHRM1 antagonist,CHRM5 agonist,M5 antag,TAAR1 ag,M1 PAM,CHRM1 agonist,M4 antag
Cc1cc(Oc2ccc(-c3nnc(-c4ccccc4)o3)cc2[N+](=O)[O-])ccc1Cl,-4,0,-1,-2,9,0,4,-6,1
COc1cccc(C2c3[nH]c4ccccc4c3CCN2C(=O)Cn2cncn2)c1OC (stereo unspecified),-9,3,11,-1,13,4,-7,-12,1

# (continued)
SMILES,CHRM5 PAM,M4 ag,CHRM1 antagonist,CHRM5 agonist,M5 antag,TAAR1 ag,M1 PAM,CHRM1 agonist,M4 antag
FC(F)(F)c1nnc2c(Sc3ccccn3)nc3ccccc3n12,13,3,-1,2,-3,0,2,-7,11
CC(C)NC(=O)CSc1nnc(CNC(=O)OC(C)(C)C)n1C,-6,0,10,2,12,0,1,-3,-3
CCCC(=O)c1c[nH]c(C(=O)NCc2cccnc2)c1,-1,0,-5,0,5,9,7,-3,-3
COc1ccc(NC(C)=O)cc1NC(C)C(=O)Nc1ccc(F)cc1 (stereo unspecified),4,0,-4,-7,2,3,6,-3,4
O=C(Nc1nnc(SCc2c(Cl)cccc2Cl)s1)C1CC(=O)N(c2ccc3c(c2)OCCO3)C1 (stereo unspecified),-3,1,33*,-10,5,2,2,-5,-27
COc1ccc(C2(CNC(=O)Cc3ccccc3)CCCC2)cc1OC,-2,1,-26,0,-3,-2,3,-6,5
Cc1ccc2c(c1)c(C1=c3ccccc3=NC1=O)c(O)n2C,6,5,-15,-1,4,63*,14,3,7
O=C(NCc1ccc2c(c1)OCO2)c1nc(S(=O)(=O)Cc2ccccc2F)ncc1Cl,-3,9,8,-4,16,0,0,-5,38*
CCOC(=O)N1CCC(NC(=O)C2CCN(C(=O)c3cc4sccc4n3CC)CC2)CC1,-1,5,-5,3,2,-2,2,-2,-4
O=C(c1cccnc1)n1nc(NCc2ccccc2)nc1NCc1ccccc1,-4,0,-12,-2,0,8,6,-6,-1
COc1cc(C(=O)Nn2c(CC(C)C)nc3ccccc3c2=O)cc(OC)c1OC,-12,2,-15,1,14,5,15,1,-4
CC(C)CC(=O)Nc1c(C(=O)N2CCN(Cc3ccccc3)CC2)oc2ccccc12,-4,-1,-1,-7,5,3,3,-4,2
CCCCn1c(N)c(N(CC(C)C)C(=O)c2cc(S(=O)(=O)N3CCOCC3)ccc2Cl)c(=O)[nH]c1=O,-3,0,-20,-1,6,2,16,-1,-4
Cc1c(C(=O)NCCc2ccccc2)oc2ccc(S(=O)(=O)N3CCC4(CC3)OCCO4)cc12,-44,14,14,-3,-3,93*,-3,1,-1
S=C1NC[C@H](Cc2cccc3ccccc23)N1CC1CCCCC1,7,4,-1,-1,5,6,6,-1,-4

# Rewritten with values under each structure: 5 of the compounds above
# Order of values: CHRM5 PAM | M4 ag | CHRM1 antagonist | CHRM5 agonist | M5 antag | TAAR1 ag | M1 PAM | CHRM1 agonist | M4 antag
> COc1cc(C(=O)Nn2c(CC(C)C)nc3ccccc3c2=O)cc(OC)c1OC
  -12 | 2 | -15 | 1 | 14 | 5 | 15 | 1 | -4
> CC(C)CC(=O)Nc1c(C(=O)N2CCN(Cc3ccccc3)CC2)oc2ccccc12
  -4 | -1 | -1 | -7 | 5 | 3 | 3 | -4 | 2
> CCCCn1c(N)c(N(CC(C)C)C(=O)c2cc(S(=O)(=O)N3CCOCC3)ccc2Cl)c(=O)[nH]c1=O
  -3 | 0 | -20 | -1 | 6 | 2 | 16 | -1 | -4
> Cc1c(C(=O)NCCc2ccccc2)oc2ccc(S(=O)(=O)N3CCC4(CC3)OCCO4)cc12
  -44 | 14 | 14 | -3 | -3 | 93* | -3 | 1 | -1
> S=C1NC[C@H](Cc2cccc3ccccc23)N1CC1CCCCC1
  7 | 4 | -1 | -1 | 5 | 6 | 6 | -1 | -4

# (listing goes on)
SMILES,CHRM5 PAM,M4 ag,CHRM1 antagonist,CHRM5 agonist,M5 antag,TAAR1 ag,M1 PAM,CHRM1 agonist,M4 antag
Cc1ccc(S(=O)(=O)N(CC(=O)Nc2ccccc2)C(=O)N2CCN(C)CC2)cc1,3,0,-9,1,2,0,5,-2,1
CCc1nnc(NC(=O)CSc2nnc(-c3ccoc3C)n2-c2ccc(C)cc2)s1,5,-1,-17,-1,-1,6,4,-2,6
CC(=O)c1cccc(NC(=O)C2CCN(S(=O)(=O)c3ccc(C)cc3)CC2)c1,4,5,-32,-1,-7,29,3,-1,-14
C[C@H](CO)N1C[C@H](C)[C@@H](CN(C)S(C)(=O)=O)Oc2ccc(NC(=O)NC3CCCCC3)cc2C1=O,-2,1,-3,0,10,9,0,-7,0
CCOC(=O)C1CCN(C(=O)c2ccccc2)c2scc(-c3ccccc3)c2C1=O (stereo unspecified),-8,4,-2,1,2,2,-4,-2,-13
CCOC(=O)C1CCCN(C(=O)Nc2cccc(Cl)c2)C1 (stereo unspecified),-5,2,20,17,2,10,-24,55*,0
CCCCn1c(SC(C)C(=O)c2ccc(OC)cc2)nc2cc(S(N)(=O)=O)ccc21 (stereo unspecified),6,0,-7,1,-3,3,15,1,-9
O=C(Cc1cccs1)NNC(=S)NCc1ccc(Cl)cc1,-6,1,3,-2,9,15,2,-2,7
COc1ccccc1-n1c(SCC(=O)Nc2ccccc2F)nc2[nH]ncc2c1=O,-7,0,4,1,9,12,-2,-3,7
CCOc1ccc2ncc(C(=O)c3ccc(OC)cc3)c(N3CCN(CC)CC3)c2c1,-3,0,-4,-4,4,·,5,-12,-12
CCOC(=O)c1c(C)[nH]c(C(=O)CN2C(=O)NC(C)(CC(C)C)C2=O)c1C (stereo unspecified),-3,10,-1,3,5,10,6,1,-6
CSc1nc2ccccc2s1,-6,1,-7,2,18,0,16,5,-9
COc1ccc(NCc2nnc(SCc3ccccc3)n2-c2ccc(OC)cc2)cc1,1,-1,-4,-1,3,3,10,-1,3
CC(=O)Nc1ccc(Sc2ccccc2C(=O)O)cn1,-2,0,-8,-2,5,5,13,-4,2
CCOC(=O)c1c(NC(=O)C2C3C=CC(C3)C2C(=O)O)sc2c1CCCC2 (stereo unspecified),17,4,5,6,-16,2,0,-8,-12
COc1ccccc1NC(=O)Cc1nnc(SCC(=O)Nc2ccccc2F)n1C,5,5,-13,0,9,2,12,1,2
